3T3 cytotox – kills NIH 3T3 cells; NIH 3T3 viability, CellTiter-Glo ATP luminescence, 48-72 h; Potency, µM (doses to about 96.7 µM), for the others: at the top dose activity change, negative = cytotoxicity, usual class: inhibitors; actives 4.3% (n = 94,000); AID 1345082; also: potency is read from the fitted curve at half-maximal effect; nearly all actives have a fitted effect of over 55% in size
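NIH 3T3 cells at 400 cells/well received 23 nL of compound by pintool and were incubated 48 or 72 h at 37 °C. Viability was read as ATP-coupled CellTiter-Glo luminescence.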
HEK cytotox – cytotoxic compounds in HEK 293 cells; Potency, µM (doses to about 115 µM), for inactives: at the highest dose activity change, negative = cytotoxicity, hits mostly inhibitors; actives 6.6% (n = 94,000); HEK 293 viability, ATP luminescence (CellTiter-Glo), 48-72 h; also: potency is read from the fitted curve at half-maximal effect; nearly all actives have a fitted effect of over 60% in size
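qHTS cytotoxicity; HEK 293, 250 cells/well; compound pinned; 48 or 72 hr, 37 degree Celsius, 5% CO2, 95% humidity; CellTiter-Glo, 10 min RT; luminescence (ATP).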
Luciferase inh – blocks purified firefly luciferase enzyme activity; purified P. pyralis luciferase, luminescence, biochemical; Potency, µM (top dose mostly 115 µM), for the others: at the highest dose activity change, negative = inhibition, usual class: inhibitors; actives 2.5% (n = 76,000); also: potency is read from the fitted curve at half-maximal effect; nearly all actives have a fitted effect of over 65% in size
Target sequence (P08659 whole entry, looked up): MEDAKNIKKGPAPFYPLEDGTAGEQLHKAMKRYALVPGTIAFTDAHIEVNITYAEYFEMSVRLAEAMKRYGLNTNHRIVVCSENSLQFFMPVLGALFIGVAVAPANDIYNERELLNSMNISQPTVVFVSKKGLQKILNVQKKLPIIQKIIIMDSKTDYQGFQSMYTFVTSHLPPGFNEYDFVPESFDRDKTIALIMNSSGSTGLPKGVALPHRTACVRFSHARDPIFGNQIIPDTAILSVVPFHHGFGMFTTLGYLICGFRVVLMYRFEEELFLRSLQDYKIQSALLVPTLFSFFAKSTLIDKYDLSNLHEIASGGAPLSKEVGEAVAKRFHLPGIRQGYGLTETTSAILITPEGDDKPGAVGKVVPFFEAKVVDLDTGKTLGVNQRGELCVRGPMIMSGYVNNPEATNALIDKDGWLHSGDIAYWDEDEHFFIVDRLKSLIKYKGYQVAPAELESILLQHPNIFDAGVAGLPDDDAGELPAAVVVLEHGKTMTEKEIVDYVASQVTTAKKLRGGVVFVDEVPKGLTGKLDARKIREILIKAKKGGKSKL
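FLuc 10nM, D-luciferin 10uM, ATP 10uM, Mg acetate 10mM, Tris acetate pH 7.5, Tween/BSA; cpd qHTS; enzyme added last; CCD luminescence.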
SNCA expr inhib – inhibitors of alpha-synuclein (SNCA) gene expression; HEK-293 SNCA-luciferase knock-in, luminescence, 24 h; Potency, µM (titrated, usually from 57.2 µM), for the others: top-dose activity change, negative = inhibition, hits mostly inhibitors; actives 0.17% (n = 140,000);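 also: potency is read from the fitted curve at half-maximal effect; plate controls were DMSO cells for no effect and cell-free wells for full effect; nearly all actives have a fitted effect of over 45% in size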
IP6K1 inhibitor – IP6K1 kinase inhibition; IP6K1 kinase, ADP-Glo luminescence, 2 h; stronger effect = lower value; activity change, % (series mostly up to about 58 µM); actives 0.81% (n = 140,000); AID 1645851; in the data active = activity change below about -25%
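ADP-Glo luminescence measures ADP made by human IP6K1 during a 2 h RT reaction with ATP/IP6 (mix at 1.3 mM/130 uM); top library doses 57.5 and 19.1 uM final.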
GPT2 inhibitor – inhibitors of human GPT2 alanine aminotransferase; AID 1671188; Q8TD30; Recombinant GPT2, coupled pyruvate oxidase/HRP Amplex Red fluorescence; Potency, µM (highest dose often 57.7 µM), inactives show top-dose activity change, negative = inhibition, most hits filed as inhibitors; actives 0.25% (n = 100,000); also: potency is read from the fitted curve at half-maximal effect; nearly all actives have a fitted effect of over 60% in size; many of its hits are not listed in these tables
Target sequence (Q8TD30 whole entry, looked up): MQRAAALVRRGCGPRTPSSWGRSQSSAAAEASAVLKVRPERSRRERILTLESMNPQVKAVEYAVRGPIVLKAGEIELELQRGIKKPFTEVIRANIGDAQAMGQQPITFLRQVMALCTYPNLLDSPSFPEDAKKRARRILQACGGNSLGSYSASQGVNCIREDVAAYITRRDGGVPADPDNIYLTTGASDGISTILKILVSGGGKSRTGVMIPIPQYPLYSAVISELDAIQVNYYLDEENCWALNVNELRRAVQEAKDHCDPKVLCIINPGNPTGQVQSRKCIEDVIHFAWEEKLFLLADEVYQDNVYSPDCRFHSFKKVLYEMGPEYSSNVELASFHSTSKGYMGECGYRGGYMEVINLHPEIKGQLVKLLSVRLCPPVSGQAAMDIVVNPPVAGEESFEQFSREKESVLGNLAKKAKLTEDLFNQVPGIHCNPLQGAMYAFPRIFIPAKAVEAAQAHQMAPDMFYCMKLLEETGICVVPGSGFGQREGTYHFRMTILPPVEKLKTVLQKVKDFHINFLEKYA
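Inhibition is scored from Amplex Red fluorescence generated when pyruvate oxidase and HRP act on pyruvate released by GPT2. Reactions contain 10ng/uL enzyme, 250uM a-KG and 2mM L-alanine and run 30 min at room temperature.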
SNCA viab count – cell viability loss counter-screen; HEK-293-SNCA-luc viability, GF-AFC fluorescence, 24 h; Potency, µM (doses to about 57.1 µM), without a hit: at the top dose activity change, negative = cytotoxicity, most hits filed as cytotoxic; actives 0.12% (n = 150,000); AID 1671193;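 also: potency is read from the fitted curve at half-maximal effect; 0% = DMSO-treated cells and -100% = medium-only wells without cells; nearly all actives have a fitted effect of over 30% in size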
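Cytotoxicity counterscreen: after 24 h compound treatment of genome-edited SNCA-luciferase HEK-293 cells, live-cell protease substrate GF-AFC read by fluorescence after 30 min; activity scaled between DMSO (0%) and medium-only (-100%), curves Hill-fitted.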
* hit, by the source's call; i = inactive; ? = inconclusive; . = not tested or not shown; & = joins results of further samples; [ ] = dose if it differs, or a comment. Unless noted, calls follow the shape of the dose curve; as a rule, active = well fitted curve in the direction sought with a large enough effect; inconclusive = small, poorly fitted or top-dose-only effect, or another doubt; inactive = no such curve, though single readings can be large; an effect the other way counts as inactive or inconclusive. Unless noted, % is scaled to controls: 0 for no effect and ±100 for the full control effect. The list is partial; rates above refer to the full screens.

item	SMILES	3T3 cytotox	HEK cytotox	Luciferase inh	SNCA expr inhib
1	COc1cc(-c2nc(Cn3nnc(C(=O)Nc4ccccc4)c3C)c(C)o2)cc(OC)c1OC	.	.	.	24%
2	Cc1ccc(CNC(=O)C2CCN(C(=O)c3ncn4c3COC(c3ccc(Cl)cc3)C4)CC2)cc1 (centres undefined)	-7%	-7%	?	6%
3	Cc1cccc(N(C)C(=S)Oc2ccc3ccccc3c2)c1	.	.	.	27%
4	CCOC(=O)C1CCCN(c2nc3c(S(=O)(=O)c4ccc(CC)cc4)nnn3c3ccc(Cl)cc23)C1 (centres undefined)	.	.	.	7%
5	CCOc1ccccc1CNC(=O)c1cnc2sc(N3CCOCC3)nn2c1=O	.	.	.	-10%
6	O=S(=O)(c1ccc(F)c(F)c1)N1CCC(n2cnnc2C2CC2)CC1	-11%	1%	-5%	12%
7	CO[C@H]1C(=O)N(C(C)C)[C@H]1C1CCN(C(=O)Cn2nc(C(F)(F)F)cc2C)CC1	i	i	35µM*	144%[activator]
8	COc1ccc(-n2nc3ccc(NC(=O)COc4ccc(C)c(C)c4)cc3n2)cc1	.	.	.	36%[activator]
9	CCn1cc2nc(SCc3ccc(F)cc3)n(CCc3ccccc3)c(=O)c2n1	.	.	.	?
10	CCNC(=O)CCc1c(CC)nn(-c2ccccc2)c1Oc1ccccc1F	?	?	2%	3%
11	COc1ccc2oc(=O)cc(CN3CCN(c4ccc(F)cc4)CC3)c2c1	.	.	.	4%
12	CCOC(=O)c1c(C)[nH]c(CCC(=O)NCCCN2CCN(c3cc(Cl)ccc3C)CC2)c1C	.	.	.	?
13	COCc1cn([C@H]2CO[C@H]3[C@@H]2OC[C@H]3OC(=O)Nc2ccc(C(C)=O)cc2)nn1	0%[174 µM]	-4%[172 µM]	3%[172 µM]	90%[activator][87.6 µM]
14	O=C(NC1CCCN(c2cc(-c3ccc(F)cc3)[nH]n2)C1)c1cccnc1 (centres undefined)	-18%	?	?	-1%
15	CN1CCCN(C(=O)CCc2ccccc2)c2ccccc21	?	?	-9%	18%

item	IP6K1 inhibitor	GPT2 inhibitor	SNCA viab count
1	0	.	-11%
2	6	-12%	0%
3	-3	3%&2%	1%
4	36	.	2%
5	14	.	-1%
6	-4	i	-2%
7	7	2%	9%
8	-6	.	-9%
9	-2	.	-24%
10	-4	-2%	3%
11	-25*	.	-8%
12	7	.	-16%
13	2	-6%[88.5 µM]	4%[87.6 µM]
14	2	?	-11%
15	-2	i	1%

Next section
item	SMILES	3T3 cytotox	HEK cytotox	Luciferase inh	SNCA expr inhib
16	Cc1ccsc1CN1CCCC(CO)CCNC(=O)CC1 (centres undefined)	?	?	-8%	-23%
17	COCCC1(CO)CCCN(C(=O)c2ccc(S(N)(=O)=O)cc2)C1 (centres undefined)	-1%	i	-7%	9%
18	COc1ccc(N(Cc2cc3ccccc3[nH]c2=O)C(=O)c2cccc(Cl)c2)cc1	.	.	.	10%
19	CCC(=O)N1Cc2ccccc2OC2(CCN(C)CC2)C1	-16%	-3%	6%	?
20	C=CCNC(=O)c1cnn2cc(C)ccc12	-25%[174 µM]	-6%[230 µM]	?	-7%[87.6 µM]
21	COc1ccc(CC(=O)N2CCCC3(CNc4ncccc4[S+](=O)([O-])N3)C2)cc1 (centres undefined)	i	i	.	.
22	O=C(NCC1(COc2cnccn2)C[C@@H](O)[C@@H](O)C1)Nc1cccnc1 (some centres undefined)	-26%[174 µM]	3%[172 µM]	6%[172 µM]	2%[87.6 µM]
23	CN(C)C[C@@H]1CN(S(C)(=O)=O)C[C@H]1NC(=O)c1ccco1	-13%	-15%	-23%	8%
24	CS(=O)(=O)c1ccc(-c2cnc([C@@H]3COCCN3Cc3ccccc3)[nH]2)cc1	1%[138 µM]	-2%[172 µM]	-5%[172 µM]	11%[87.6 µM]
25	CCc1ccccc1NC(=O)CC1NCCNC1=O (centres undefined)	.	.	.	-17%
26	COc1cccc(NC(=O)CN2C=NS(=O)(=O)c3ccccc32)c1	.	.	.	17%
27	O=C(CCC[C@@H]1[C@H]2CCCN3CCC[C@@H](CN1C(=O)c1ccccc1)[C@@H]23)NCCCN1CCCCC1	?	?	12%	-12%
28	CCN(CCCNC(=O)CSc1cc(=O)n(C)c2cc(Cl)ccc12)c1cccc(C)c1	.	.	.	-14%
29	COc1cc(NC(=O)C2CCN(S(=O)(=O)c3ccc4c(c3)oc(=O)n4C)CC2)cc(OC)c1	.	.	.	21%
30	Cc1cc(CN(C)C(=O)c2cc(COc3cncc(Cl)c3)on2)on1	-25%	-29%	9%	-23%

item	IP6K1 inhibitor	GPT2 inhibitor	SNCA viab count
16	-9	2%	-29%
17	1	4%	-1%
18	-5	.	4%
19	4	2%	-9%
20	6	i	4%[87.6 µM]
21	8	.	.
22	12	-2%[88.5 µM]	3%[87.6 µM]
23	11	1%	20%
24	-5	i	1%[87.6 µM]
25	6	.	10%
26	4	.	5%
27	3	2%	-29%
28	-4	.	10%
29	-13	.	-17%
30	11	-10%	-1%

Other structures:
item	SMILES	3T3 cytotox	HEK cytotox	Luciferase inh	SNCA expr inhib
31	O=C(Cc1ccccc1)N1CCC[C@H]1c1nc(-c2ccccc2)no1	?	?	-15%	1%
32	CCOc1ccc(/C=C(\C#N)c2nc(-c3cc4ccccc4oc3=O)cs2)c(OCC)c1	.	.	.	-14%
33	O=C(NCC1CCOCC1)c1c[nH]c2ccccc12	-11%	-11%	?	13%
34	Cc1c(Cl)cccc1NC(=O)CC1Oc2ccccc2NC1=O (centres undefined)	.	.	.	?
35	CCn1nccc1C(=O)N1CCc2nc3cc(-c4ccccc4Cl)[nH]n3c(=O)c2C1	-18%	0%	?	?
36	O=C(NCc1ccco1)[C@@H]1Cc2nc[nH]c2CN1Cc1cccs1	-11%[138 µM]	-2%[172 µM]	7%[172 µM]	-28%[87.6 µM]
37	CCOc1ccc(CNC(=O)C2CCN(C3=NS(=O)(=O)C(c4ccc(C)cc4)=C3CC)CC2)cc1	.	.	.	-20%
38	COc1ccc(-c2cc3ccc(O)c(CN4CCOCC4)c3oc2=O)cc1OC	.	.	.	104%[activator]
39	Cc1ccccc1NC(=O)COc1ccc(-c2nnc3n2CCCC3)cc1	3%	6%	7%	10%
40	COCCn1c(=O)c(C(=O)N2CCN(C(=O)c3ccccc3F)CC2)nc2cccnc21	-15%	0%	.	-12%
41	CCn1cc(S(=O)(=O)c2cc(C)cc(C)c2)c(=O)c2cc(F)c(N3CCCC3)cc21	.	.	.	2%
42	COc1cccc(C(=O)N2CCC(N3C[C@H](O)C[C@H]3C(=O)NCc3cccc(F)c3)CC2)c1	-4%	?	0%	-19%
43	CCN1C(=O)C2CC3(CCN(C(=O)c4ccc5ncccc5c4)CC3)CN2C1=O (centres undefined)	-9%	-17%	0%	-9%
44	O=C(NCCc1ccc(Cl)cc1)C1CN(c2ccccc2)C(=O)N1 (centres undefined)	-1%	?	7%	22%
45	COCCNC(=O)[C@H]1C[C@@H](O)[C@H](O)[C@@H]2N=C(Nc3cc(OC)cc(OC)c3)S[C@@H]21	-4%[174 µM]	0%[172 µM]	8%[172 µM]	-16%[87.6 µM]

item	IP6K1 inhibitor	GPT2 inhibitor	SNCA viab count
31	-4	i	9%
32	-18	.	28%
33	-3	i	-2%
34	-5	.	5%
35	0	i	1%
36	-6	i	-4%[87.6 µM]
37	6	.	-4%
38	14	.	?
39	18	5%	8%
40	9	i	-9%
41	0	.	11%
42	14	i	-13%
43	-8	i	-4%
44	1	-8%	-8%
45	-9	2%[88.5 µM]	1%[87.6 µM]

Other compounds.
item	SMILES	3T3 cytotox	HEK cytotox	Luciferase inh	SNCA expr inhib
46	c1ccc(-c2nc3c(c(NCC4OCCc5ccccc54)n2)CCNC3)nc1 (centres undefined)	40µM*	?	?	131%[activator]
47	COc1ccc2c(CNC3CCCCCC3)c(C(=O)O)n(Cc3cccc(F)c3)c2c1	.	.	.	20%
48	COc1ccc(S(=O)(=O)NCC(c2ccco2)N2CCN(c3ccccc3F)CC2)cc1C (centres undefined)	.	.	.	-21%
49	CC(C)C[C@@H]1N[C@H](C(=O)NCc2ccccn2)Cc2cn(Cc3ccncc3)c3cccc1c23	?	25µM*	-7%	12%
50	CC(C)N1CC(C(=O)NCCc2ccc(F)cc2)NC1=O (centres undefined)	-26%[138 µM]	-15%[172 µM]	.	-5%[87.6 µM]
51	COc1ccc(C2CC(c3c(O)n(C4CCCCC4)c(=O)[nH]c3=O)=Nc3ccccc3S2)cc1 (centres undefined)	.	.	.	76%[activator]
52	CCC(=O)N1Cc2ccccc2CC2(CCCN2CC2CCCC2)C1 (centres undefined)	-4%	?	.	1%
53	O=C(O)CCn1ncc2cc(OC3CCN(C(=O)COc4ccccc4)CC3)ccc21	50µM*	i	-9%[172 µM]	15%[87.6 µM]
54	COCCn1c(=O)c(C(=O)N2CCN(C(=O)C3CCCC3)CC2)nc2cccnc21	-8%	i	.	12%
55	Cc1ccc(Cl)cc1-n1ncc2c(NCCC3=CCCCC3)ncnc21	.	.	.	34%[activator]
56	COc1ccccc1CN1CCc2nc(C(=O)N3CCOCC3)oc2CC1	?	100µM*	17%[172 µM]	-7%[87.6 µM]
57	COc1cccc(CCC2CCCNC2)c1 (centres undefined)	-8%	-5%	-8%	?
58	CC(=O)NC[C@H]1OC[C@@H](NCc2cccs2)[C@@H]1O	-1%[174 µM]	-8%[230 µM]	-2%[230 µM]	-18%[87.6 µM]
59	NC(=O)[C@@H]1C[C@H](Oc2cccnc2)CN1S(=O)(=O)c1cccc(F)c1	-10%	-2%	-12%	5%

item	IP6K1 inhibitor	GPT2 inhibitor	SNCA viab count
46	-9	-19%	-7%
47	-11	.	-15%
48	9	.	11%
49	0	?	9%
50	16	i	9%[12.5 µM]
51	-1	.	-5%
52	-9	0%	-7%
53	2	-12%[88.5 µM]	5%[87.6 µM]
54	5	i	8%
55	5	.	-12%
56	-3	i	-3%[87.6 µM]
57	1	3%	-6%
58	-7	-6%[88.5 µM]	7%[87.6 µM]
59	4	-30%	5%

3 entries drawn at random from the list so far:
item	SMILES	3T3 cytotox	HEK cytotox	Luciferase inh	SNCA expr inhib
11	COc1ccc2oc(=O)cc(CN3CCN(c4ccc(F)cc4)CC3)c2c1	.	.	.	4%
52	CCC(=O)N1Cc2ccccc2CC2(CCCN2CC2CCCC2)C1 (centres undefined)	-4%	?	.	1%
38	COc1ccc(-c2cc3ccc(O)c(CN4CCOCC4)c3oc2=O)cc1OC	.	.	.	104%[activator]

item	IP6K1 inhibitor	GPT2 inhibitor	SNCA viab count
11	-25*	.	-8%
52	-9	0%	-7%
38	14	.	?

Compound activity from PubChem.
